M. tuberculosis – growth inhibition of non-replicating M. tuberculosis (AID 488890); Mycobacterium tuberculosis non-replicating, growth inhibition; higher % means a stronger effect; one-dose inhibition, % at 25 µM; IC50 in µM for titrated hits; 320,000 compounds, 0.39% hits; in the data active means a potency from the dose series; inconclusive means inhibition mostly from about 82% at the one dose, without a potency; inactive means the rest, 99 in 100 with inhibition below about 76%;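 further: plate controls were DMSO cells for no effect and high antibiotic wells for full effect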
VEEV TC-83 Vero – inhibitors of VEEV TC-83 cytopathic effect, confirmation, Vero cells (AID 588727). inhibition, % at 20 µM; hits with a dose series show IC50 in µM. 350,000 compounds, 0.13% hits. Vero cells, VEEV TC-83 cytopathic effect inhibition; higher % means a stronger effect; in the data active means a potency from the dose series; inconclusive means inhibition mostly from about 14% at the one dose, without a potency; inactive means the rest, 99 in 100 with inhibition below about 12%; further: strong numbers were not always called active
M. tuberculosis HTS – M. tuberculosis growth inhibition, HTS (AID 449762). M. tuberculosis H37Rv growth inhibition, 7H9 media; higher % means a stronger effect. inhibition, % at 25 µM; hits with a dose series show IC50 in µM. 330,000 compounds, 0.59% hits; in the data active means a potency from the dose series; inconclusive means inhibition above about 70% without an active follow-up result;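 further: bacterial growth assessed after seven days of incubation; strong numbers were not always called active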
PhoP GFP inhibition – PhoP regulon inhibitors, Salmonella typhi PhoP promoter GFP reporter, confirmatory (AID 1850) | Salmonella Typhi PhoP-promoter GFP reporter, fluorescence, 4 h; higher % means a stronger effect | inhibition, % at 50 µM; hits with a dose series show IC50 in µM | 310,000 compounds, 0.33% hits; in the data active means a potency from the dose series; inconclusive means inhibition mostly from about 25% at the one dose, without a potency; inactive means the rest, 99 in 100 with inhibition below about 19%;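 further: 0% = induced wells with vehicle and 100% = uninduced wells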
H1N1 NS1A inhibition – NS1A inhibition, H1N1 influenza, cell based functional assay (AID 504329) | NS1A functional cell-based assay, percent inhibition; higher % means a stronger effect | inhibition, % at 12.5 µM, or IC50 in µM where a hit was titrated | 340,000 compounds, 0.3% hits; in the data active means a potency from the dose series; inconclusive means inhibition above about 27% without an active follow-up result; further: strong numbers were not always called active
VEEV TC-83 Vero 10K pilot screen – recorded beside VEEV TC-83 Vero, whose call it bears; inhibition, %; measured here: 10K pilot screen inhibition
* marks the source's active call; other numbers are inactive results; i = inactive; ? = inconclusive; nt = not tested or not shown.

SMILES	M. tuberculosis	VEEV TC-83 Vero	M. tuberculosis HTS	PhoP GFP inhibition	H1N1 NS1A inhibition	others
O=C(O/N=C1\CCS(=O)(=O)c2sccc21)c1c(F)cccc1F	19%	2.2%	7%	5%	0%
C1=C2C[N+]3(CCCC3)CC2Cc2ccc3ccccc3c21 (stereo not given)	7%	7.2%	-6%	-6%	8%
N#Cc1ccccc1NC(=O)CSc1nnc(-c2ccccc2O)n1-c1ccccc1	28%	i	10%	-20%	0%
CCOC(=O)c1ccccc1NC(=O)/C=C/C(=O)O	-6%	i	-17%	-11%	-10%
CCCNc1nc(N)nc(-c2cc(Cl)ccc2OC)n1	-2%	4.9%	0%	11%	-1%
c1ccc(Cn2nnc(-c3ccccc3)n2)cc1	80%	6.7%	7%	-1%	8%
O=C1CSc2cc(Cl)ccc2N1	nt	1.0%	nt	nt	-5%
COCCCN1CN=C(Nc2nc3ccccc3o2)NC1	-6%	0.5%	0%	8%	1%
CCOc1ccccc1NC(=O)c1ccc(C(=O)Nc2ccccc2OCC)nc1	0%	0.8%	3%	10%	-6%
COc1ccc2c(c1OC)C(=O)N1c3ccccc3COC21 (stereo not given)	-2%	7.3%	-5%	2%	3%
CCOCCCNC(=O)/C(C#N)=C/c1cc(C)c(O)c(C)c1	22%	2.1%	-2%	4%	-6%
CC(OC(=O)Cn1[nH]c(=O)c2ccccc2c1=O)C(=O)Nc1ccc(Cl)cn1 (stereo not given)	-10%	5.5%	-7%	nt	-5%
O=C(Nn1c(-c2ccncc2)nc2ccccc2c1=O)c1ccc(Br)cc1	5%	1.1%	1%	5%	-8%
Cc1ccccc1NC(=O)COC(=O)c1ccc2c(c1)C(=O)N(CCCN1CCOCC1)C2=O	nt	0.9%	nt	nt	-7%
O=c1[nH]c(=O)n(Cc2ccc(F)cc2)c(O)c1C=Nc1ccc(Cl)cc1	-7%	0.5%	6%	-3%	2%
COc1ccc(NC(=S)NNc2ccc(S(=O)(=O)Nc3ccccc3C(=O)O)cc2[N+](=O)[O-])cc1	?	0.7%	10%	-4%	32µM*
CCC(=O)N1CCc2cc(Br)cc(S(=O)(=O)N3CCC(C(=O)NCCCOC(C)C)CC3)c21	3%	1.2%	2%	-2%	-2%
COc1cccc2c1NC(C(=O)O)C1CC=CC21 (stereo not given)	-12%	1.1%	-3%	4%	11%
Cc1cccc2cc(CN(Cc3cccnc3)C(=S)NCCCN(C)C)c(=O)[nH]c12	-10%	6.0%	-2%	6%	6%
COc1ccccc1C(c1nnnn1Cc1ccccc1)N1CCC(C(N)=O)CC1 (stereo not given)	89%	3.8%	3%	-17%	7%
COCCCN1C(=O)C(=O)/C(=C(/O)c2ccccc2)C1c1ccc2c(c1)OCO2 (stereo not given)	9%	1.4%	11%	5%	4%
Cc1ccc(Nc2ccccc2N)cc1	2.5µM*	0.8%	?	5%	22µM*
CN1/C(=c2/s/c(=C3/C(=O)N(c4ccccc4)NC3=Nc3ccccc3)n(C)c2=O)C(C)(C)c2ccccc21	33%	7.6%	?	-8%	9%
C=CCSC1=C(C#N)C(c2ccc(C(C)C)cc2)CC(=O)N1 (stereo not given)	nt	8.1%	-3%	2%	3%
Cc1cc(-c2ccc(/C=N/n3cnnc3)o2)c([N+](=O)[O-])cc1C	19%	5.0%	-3%	1%	8%

(more compounds)
SMILES	M. tuberculosis	VEEV TC-83 Vero	M. tuberculosis HTS	PhoP GFP inhibition	H1N1 NS1A inhibition	others
Cc1noc(NS(=O)(=O)c2ccc(NC(=O)C34CCC(CC3)C4)cc2)c1C	1%	i	3%	-4%	-7%
CCOC(=O)C1CCCN(C(=O)c2cc(Cl)ccc2NC(=O)C2=C(C)OCCS2)C1 (stereo not given)	0%	1.9%	7%	-3%	12%
Cc1ccccc1-n1ncc2c1CC(C)(C)CC2NC(=O)CCN1Cc2ccccc2C1=O (stereo not given)	8%	3.1%	0%	0%	2%
CCCCOc1ccc(-c2nnc(N)s2)cc1	54%	1.9%	-3%	4%	0%
CCCCNC(=O)N(O)C1N(CCCC)C(=O)N(CC(=O)OC)C1(C)C (stereo not given)	2%	0.7%	7%	-5%	-1%
CCOc1cccc(/C(O)=C2/C(=O)C(=O)N(CCOC)C2c2ccc(C)o2)c1 (stereo not given)	12%	1.6%	1%	1%	2%
CN(C)/C=C/C(=O)c1ccc(Cl)s1	50%	0.9%	11%	-23%	-1%
CC(C)OCCCNC(=O)C(NC(=O)c1ccc(Cl)cc1)C(C)C (stereo not given)	13%	0.2%	0%	2%	-23%
CC1=NN(c2ccccc2)C(=O)C1C=Nc1ccccc1O (stereo not given)	?	i	13%	-12%	-9%
COc1ccccc1Nc1nc(-c2cccc([N+](=O)[O-])c2)nc2ccccc12	7%	i	-2%	8%	-18%
CCOC(=O)c1cc2c(C)n(-c3ccc(OCC)cc3)c(C)c2cc(C(=O)OCC)c1=O	-6%	1.0%	0%	-2%	-6%
CC(C)Cc1nccs1	-25%	0.1%	-12%	-3%	-7%
CC(C)(C)c1ccc(OCC(=O)Nc2ccncc2)c(Br)c1	?	0.7%	5%	6%	-2%
CN(C1CCCCC1)S(=O)(=O)c1cccc(C(=O)Nc2ccccn2)c1	nt	0.9%	0%	-5%	-24%
CC1(C)CCCC2=C1CC1C(=O)N(Cc3cccnc3)C(=O)C1C2 (stereo not given)	9%	1.6%	3%	-12%	-5%
CC(C)N(CC(O)c1cccc([N+](=O)[O-])c1)C(C)C (stereo not given)	17%	i	6%	7%	-2%
Cc1cccc(C(=O)N(C)c2nnc(-c3ccncc3)s2)c1	12%	1.1%	5%	-2%	33%
COc1ccc(N/C=C2\C(=O)c3c(sc(C)c3C)N(C)S2(=O)=O)cc1	-10%	0.8%	0%	1%	-17%
Cc1cccc(NC(=O)c2ccccc2NC(=O)c2ccccc2)n1	25%	7.3%	6%	-12%	-22%
COc1cccc(/C=N/Nc2ncnc3scc(-c4ccccc4)c23)c1O	17%	9.6%	1.6µM*	4%	18%
Nc1ccc(S(=O)(=O)C(F)(F)F)cc1N	-4%	0.1%	-11%	8%	4%
CC(=O)N1CCOc2ccc(S(=O)(=O)N3CCC(C(=O)Nc4cc(C)cc(C)c4)CC3)cc21	-3%	4.0%	-4%	5%	-4%
CC(CNC(=O)c1cccc(Br)c1)n1cncn1 (stereo not given)	-6%	7.5%	-9%	-3%	-2%
O=C1NC(=O)C(Cc2cccs2)C(=O)N1	0%	i	-9%	0%	7%	VEEV TC-83 Vero 10K pilot screen=0.1
CC(=O)c1sc(N/N=C/c2cccc(O)c2)nc1C	nt	9.7%	-5%	-4%	10%

New compounds follow.
SMILES	M. tuberculosis	VEEV TC-83 Vero	M. tuberculosis HTS	PhoP GFP inhibition	H1N1 NS1A inhibition	others
CCN(CC)c1ccc(NC(=O)CCS(=O)(=O)c2cccc3nsnc23)c(C)c1	19%	1.9%	-6%	10%	8%
CCN1C(=O)[C@@H]2[C@@H](c3ccc(-c4ccc5c(c4)OCO5)c(OC)c3)N3CCCC[C@@]3(C(=O)OC)[C@@H]2C1=O	29%	0.5%	4%	7%	1%
CCOc1ccc2nc(NC(=O)CSc3nc(SC)ns3)sc2c1	?	1.8%	?	-5%	19%
Cc1ccc(/C=C2\SC(=S)N(CCC(=O)Nc3cccnc3)C2=O)cc1	3%	1.5%	-1%	3%	2%
CCOc1ccccc1C(=O)Nc1ccc(S(=O)(=O)Nc2nccc(C)n2)cc1	23%	1.3%	6%	0%	-2%
C=CCNC(=O)c1ccccc1SCc1c(C)noc1C	3%	1.3%	0%	-11%	0%
COc1cccc(C(=O)NCC(=O)OCC(=O)C(C)(C)C)c1	-2%	i	5%	-1%	-17%
CCNC(=S)N(CCc1ccc(S(N)(=O)=O)cc1)C1CC(=O)N(c2ccccc2)C1=O (stereo not given)	24%	2.4%	-3%	3%	2%
COc1ccc2oc(C(=O)OCC(=O)N(CCC#N)c3ccccc3)c(C)c2c1	2%	6.3%	-3%	2%	-5%
Cc1ccc(SC(C)C(=O)Nc2c(C)n(C)n(-c3ccccc3)c2=O)cc1 (stereo not given)	-11%	3.7%	-3%	-11%	-2%
CCN(CC)C(=O)c1ccc(NC(=O)c2cccc(S(=O)(=O)N3CCN(C)CC3)c2)cc1	7%	2.2%	1%	-6%	-10%
Cc1ccc(CNC(=O)Cn2ccc3cc(S(=O)(=O)N4CCCCCC4)ccc32)cc1	-17%	1.2%	3%	4%	9%
c1cc(N2CCCC2)ccc1C(c1nnnn1C1CCCCC1)N1CCOCC1 (stereo not given)	69%	0.6%	27%	31%	5%
CCS(=O)(=O)N1CCCC(C(=O)N2CCC3(CC2)OCCO3)C1 (stereo not given)	0%	0.2%	1%	10%	8%
COc1ccc(Br)cc1S(=O)(=O)NCc1ccccn1	13%	1.0%	-1%	5%	0%
C=CCn1c(C)nc2c(cnn2-c2ccccc2)c1=O	-6%	i	-1%	-9%	-2%
Cc1ccc(NC(=O)CC2COc3ccccc3O2)cc1 (stereo not given)	-7%	i	29%	-6%	6%
Cc1ccc(OCC(=O)Nc2ccc([N+](=O)[O-])cn2)cc1C	-14%	0.7%	-9%	-5%	6%

Source: PubChem (Southern Research Specialized Biocontainment Screening Center)
